# AHR act: AHR activators, primary screen, cell-based, luminescence, luciferase reporter, human | AHR-responsive luciferase reporter cells | AID 2796, 2010 | activation, % at 5 µM | 320,000 tested, 2.5% active; in the data active = activation above about 47%;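 note: 0% = vehicle wells and 100% = reference agonist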
# MEX-5 binding: MEX-5 zinc finger RNA-binding disruptors – biochemical, C. elegans, fluorescence polarization, MLPCN library, primary screen | 300,000 tested, 0.38% active | activity score (negative = inhibition of binding), % at 10 µM | Zinc finger protein mex-5 (Caenorhabditis elegans), Q9XUB2 | MEX-5/FITC-TCR2 RNA binding; active compounds read low | AID 1832, 2009;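 active = inhibition past about -25% in most replicates, and total fluorescence under double the plate's negative control median, limit read from the data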;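 note: 0% = DMSO and -100% = 5 µM competing unlabeled TCR2 RNA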
# PAFAH1B2 inh: PAFAH1B2 enzyme inhibitors, primary screen, biochemical, fluorescence polarization, human; Platelet-activating factor acetylhydrolase IB subunit alpha2 (Homo sapiens), P68402; recombinant PAFAH1B2, FP-rhodamine activity probe; inhibition, % at 3.39 µM; 340,000 tested, 1.2% active; AID 492953, 2010;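 active = inhibition above the mean of all tested compounds plus 3 SD, cut at about 24% in these data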;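 note: 0% = enzyme with DMSO and 100% = wells lacking PAFAH1B2; many of its hits are not listed in these tables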
# Target sequence (P68402 whole entry, looked up): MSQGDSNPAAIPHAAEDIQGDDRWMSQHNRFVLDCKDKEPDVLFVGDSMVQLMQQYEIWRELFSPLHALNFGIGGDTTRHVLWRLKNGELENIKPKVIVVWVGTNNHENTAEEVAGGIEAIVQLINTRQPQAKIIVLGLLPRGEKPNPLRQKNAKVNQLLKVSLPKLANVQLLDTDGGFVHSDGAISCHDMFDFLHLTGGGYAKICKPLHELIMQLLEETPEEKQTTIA
# PME-1 primary: PME-1 inhibitors via competitive probe labeling, primary screen, biochemical, fluorescence polarization, FP-Rh probe, HTS; Protein phosphatase methylesterase 1 (Homo sapiens), Q9Y570; recombinant PME-1; inhibition, % at 5.9 µM; 320,000 tested, 0.53% active;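 active = inhibition above the campaign mean of all compounds plus 3 SD, cut at about 26% in these data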;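 note: competitive labeling of PME-1 active site by serine hydrolase directed probe; 0% = PME-1 with DMSO and 100% = wells lacking PME-1 enzyme; inhibitors block probe labeling so polarization falls and inhibition rises; many of its hits are not listed in these tables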
# BCLXL inh: inhibitors of human Bcl-xL, primary screen, biochemical, fluorescence polarization, HTS | GST-Bcl-xL / FITC-Bim BH3 peptide fluorescence polarization | inhibition, % at 10.9 µM | 320,000 tested, 0.7% active | AID 2129, 2009;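 active = inhibition above the mean of all tested compounds plus 3 SD, cutoff set per campaign, cut at about 30% in these data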;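 note: 0% = DMSO wells and 100% = unlabeled Bim-BH3 peptide competitor; inhibitors lower millipolarization by displacing the labeled peptide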
# Target sequence (Q07817 whole entry, looked up): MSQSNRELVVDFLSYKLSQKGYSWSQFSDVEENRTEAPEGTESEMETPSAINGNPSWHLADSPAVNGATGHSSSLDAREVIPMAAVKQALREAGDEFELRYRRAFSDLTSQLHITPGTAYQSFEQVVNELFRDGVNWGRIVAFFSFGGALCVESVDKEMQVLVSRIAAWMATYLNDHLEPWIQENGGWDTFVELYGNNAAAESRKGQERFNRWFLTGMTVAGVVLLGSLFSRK
# GLD-1 RNA inh: GLD-1/TGE RNA complex disruptors, primary screen, biochemical, fluorescence polarization | purified GLD-1 + fluorescein TGE RNA | inhibition, % at 5.96 µM | 320,000 tested, 0.44% active;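 active = percent inhibition above a per-plate cutoff, the plate mean of test compounds plus 3 SD, cut at about 30% in these data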;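 note: 0% = DMSO wells with GLD-1 and probe and 100% = wells lacking GLD-1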
# Fam108B counter: mouse Fam108B serine hydrolase inhibitors, primary screen, counter-screen for RBBP9 inhibitor project, biochemical, fluorescence polarization. 300,000 tested, 0.33% active. AID 1947, 2009. inhibition, % at 9.51 µM. recombinant Fam108B, FP-Rh probe fluorescence polarization;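 active = inhibition above the screen mean inhibition plus 3 SD, computed separately per campaign, cut at about 18% in these data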;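 note: inhibitors lower polarization as less probe binds the enzyme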
# pPAFAH inh: pPAFAH enzyme inhibitors, primary screen, biochemical, fluorescence polarization, human; Platelet-activating factor acetylhydrolase (Homo sapiens), Q13093; 330,000 tested, 1.5% active; inhibition, % at 3.39 µM; recombinant pPAFAH, FP-rhodamine probe fluorescence polarization;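 active = inhibition above the mean inhibition across the screen plus 3 SD, cut at about 25% in these data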;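 note: inhibitors block binding of the rhodamine activity-based probe so polarization drops; 0% = enzyme with DMSO and 100% = wells lacking pPAFAH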
# MCL1 BIM primary: inhibitors of MCL1 binding to BIM-BH3, primary screen, biochemical, fluorescence polarization; Induced myeloid leukemia cell differentiation protein Mcl-1 (Homo sapiens), Q07820; GST-MCL1 / FITC-Bim-BH3 fluorescence polarization; inhibition, % at 10.9 µM; 320,000 tested, 0.68% active;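 active = inhibition above the mean inhibition of all tested compounds plus 3 SD, set per campaign, cut at about 40% in these data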;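 note: 0% = DMSO wells and 100% = unlabeled Bim-BH3 peptide control; higher means more loss of mP so more displacement of Bim peptide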
# Target sequence (Q07820 whole entry, looked up): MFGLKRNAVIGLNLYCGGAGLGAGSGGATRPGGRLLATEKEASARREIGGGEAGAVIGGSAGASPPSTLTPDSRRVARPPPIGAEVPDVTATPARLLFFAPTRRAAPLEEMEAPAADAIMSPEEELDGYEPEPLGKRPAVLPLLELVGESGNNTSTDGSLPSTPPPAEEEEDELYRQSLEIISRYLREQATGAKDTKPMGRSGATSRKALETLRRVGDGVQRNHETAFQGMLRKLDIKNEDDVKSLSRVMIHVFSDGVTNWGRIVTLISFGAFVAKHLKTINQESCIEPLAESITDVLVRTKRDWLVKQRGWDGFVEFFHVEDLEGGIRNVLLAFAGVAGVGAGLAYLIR
# Numbers without * were called inactive; · = no result given. Only part of the results is shown; rates above refer to the full screens.
# Field names: A = AHR act; B = MEX-5 binding; C = PAFAH1B2 inh; D = PME-1 primary; E = BCLXL inh; F = GLD-1 RNA inh; G = Fam108B counter; H = pPAFAH inh; I = MCL1 BIM primary
Cn1c(CCN2CCCCCC2)nc2cc(NC(=O)Nc3ccccc3)ccc21
  A: 2	B: -1.5	C: 0	D: 4	E: 5	F: -2	G: 1	H: 7	I: 3

O=C(/C=C/c1ccccc1)NC(=S)Nc1ncccn1
  A: 18	B: 1.7	C: 3	D: 6	E: 8	F: 0	G: 3	H: -3	I: 13

COC(=O)C1Cc2ccccc2CN1S(=O)(=O)c1ccc(F)cc1 (stereo unspecified)
  A: 0	B: 1.0	C: 11	D: -4	E: 1	F: 4	G: -1	H: 3	I: -1

Cn1nc(NC(=O)C(C)(C)C)c2c(F)cccc21
  A: 1	B: 0.5	C: 1	D: 6	E: 3	F: 4	G: 2	H: 3	I: 5

Cn1c(-c2sc(=S)n(-c3ccccc3)c2N)nc2ccccc21
  A: 19	B: -1.7	C: 2	D: -2	E: 2	F: 10	G: -2	H: 4	I: 6

CC(C)(C)c1ccc(CN(Cc2ccco2)Cc2nnnn2C2CCCC2)cc1
  A: 2	B: -2.7	C: 20	D: -2	E: 0	F: 9	G: 0	H: 0	I: 1

NC1=NC(=O)S/C1=C\c1ccc(O)cc1
  A: 13	B: 1.6	C: 5	D: -12	E: 0	F: -35	G: -3	H: -2	I: 0

Cc1oc(-c2ccc3c(c2)OCCO3)cc1C(=O)NC(Cc1ccccc1)C(=O)O (stereo unspecified)
  A: 4	B: 1.7	C: 6	D: 1	E: 5	F: 2	G: -16	H: 1	I: 2

Cc1ccc(NC(=O)ON=C2CCCC2)cc1
  A: 12	B: -2.3	C: -3	D: -6	E: 0	F: 0	G: 6	H: 3	I: 6

CCn1c(CC(=O)Nc2ccc(C)cc2)nnc1SCC(=O)NCCc1ccccc1
  A: -1	B: 1.6	C: 4	D: 4	E: 4	F: 6	G: 2	H: -1	I: 0

CC(Cl)C(=O)Nc1cc(C(F)(F)F)ccc1N1CCOCC1 (stereo unspecified)
  A: -4	B: ·	C: -1	D: 0	E: 4	F: -2	G: 2	H: 6	I: 0

COc1ccc(CC(C(=O)Nc2ccc(OC)cc2)c2nn[nH]n2)cc1 (stereo unspecified)
  A: -1	B: 0.6	C: 7	D: -2	E: 5	F: -1	G: 3	H: -5	I: 11

CCN(CC)C(=O)c1cc(Cl)ccn1
  A: -1	B: 0.3	C: 1	D: -3	E: 5	F: -1	G: -2	H: 2	I: 5

Cc1c(C(=O)Nc2ccc(Cl)cc2)c2ccccn2c1C(=O)c1ccc(F)cc1
  A: 3	B: 2.3	C: 1	D: -4	E: 5	F: -2	G: 1	H: -3	I: 3

COc1cc([N+](=O)[O-])ccc1NC(=O)Nc1cccnc1
  A: 7	B: 0.3	C: 5	D: -1	E: 8	F: 1	G: 3	H: 2	I: 9

O=c1[nH]c(SCc2cccc(Cl)c2)nc2[nH]ncc12
  A: 46	B: 1.8	C: 13	D: 1	E: 4	F: 5	G: -1	H: 0	I: 5

CCN(CC)C(=O)Cn1c(=O)n(CC(=O)N2CCCCC2)c(=O)c2sccc21
  A: -2	B: 0.8	C: -1	D: 0	E: 10	F: 3	G: 1	H: 1	I: 9

COc1cc(/C=N/NC(=O)Cn2nc([N+](=O)[O-])cc2C)cc(Br)c1OCc1ccccc1
  A: 7	B: 0.5	C: -40	D: -73	E: 5	F: 1	G: -41	H: -13	I: 2

Cc1ccc(-n2nc3ccc(NC(=S)NC(=O)/C=C/c4ccco4)cc3n2)cc1
  A: 12	B: 0.6	C: -8	D: -4	E: 4	F: 4	G: -8	H: 16	I: 5

CC(C)OCCCNc1ncc2c(n1)CC(c1ccccc1)CC2=O (stereo unspecified)
  A: 9	B: -0.5	C: 2	D: 6	E: 4	F: -10	G: 2	H: 9	I: 16

COc1ccc(CC(=O)NCc2nnc(SCc3ccc(C)cc3)n2C)cc1
  A: 0	B: 0.5	C: 10	D: -1	E: -2	F: 3	G: -2	H: 3	I: -4

Cc1cccc(C)c1-n1c(C)nn(CC#N)c1=O
  A: -1	B: 0.3	C: -6	D: -3	E: 3	F: -5	G: -4	H: 5	I: -3

Cc1cccc(Oc2ccc3c(c2)cc(C(=O)O)n3C)c1
  A: 2	B: -1.8	C: 3	D: -3	E: 2	F: 6	G: -3	H: 20	I: -8

Cc1onc(-c2ccccc2)c1C(=O)NC(=S)Nc1sc2c(c1C#N)CCC(C)C2 (stereo unspecified)
  A: 6	B: 3.2	C: 7	D: -2	E: 20	F: -2	G: 1	H: 3	I: 23

O=c1[nH]c2ccccc2n1CCCN1CCCCC1
  A: 4	B: 1.5	C: 6	D: 3	E: 3	F: 6	G: 0	H: -3	I: -5

Cc1c(N2C(=O)CS/C2=N\N=C\c2ccc(Br)cc2)c(=O)n(-c2ccccc2)n1C
  A: -4	B: -1.5	C: 2	D: 1	E: 1	F: 0	G: -1	H: 1	I: 3

CCn1ccnc1CN(C)C(=O)c1ccc2nc(Cc3ccc(OC)cc3)oc2c1
  A: 2	B: 0.6	C: -1	D: -3	E: 4	F: 3	G: -3	H: 1	I: 7

# Arranged by length of the SMILES (largest number first): ten of the compounds above
# Field names: A = AHR act; B = MEX-5 binding; C = PAFAH1B2 inh; D = PME-1 primary; E = BCLXL inh; F = GLD-1 RNA inh; G = Fam108B counter; H = pPAFAH inh; I = MCL1 BIM primary
Cc1oc(-c2ccc3c(c2)OCCO3)cc1C(=O)NC(Cc1ccccc1)C(=O)O (stereo unspecified)
  A: 4	B: 1.7	C: 6	D: 1	E: 5	F: 2	G: -16	H: 1	I: 2

Cc1c(C(=O)Nc2ccc(Cl)cc2)c2ccccn2c1C(=O)c1ccc(F)cc1
  A: 3	B: 2.3	C: 1	D: -4	E: 5	F: -2	G: 1	H: -3	I: 3

CC(C)(C)c1ccc(CN(Cc2ccco2)Cc2nnnn2C2CCCC2)cc1
  A: 2	B: -2.7	C: 20	D: -2	E: 0	F: 9	G: 0	H: 0	I: 1

Cn1c(CCN2CCCCCC2)nc2cc(NC(=O)Nc3ccccc3)ccc21
  A: 2	B: -1.5	C: 0	D: 4	E: 5	F: -2	G: 1	H: 7	I: 3

COC(=O)C1Cc2ccccc2CN1S(=O)(=O)c1ccc(F)cc1 (stereo unspecified)
  A: 0	B: 1.0	C: 11	D: -4	E: 1	F: 4	G: -1	H: 3	I: -1

CC(C)OCCCNc1ncc2c(n1)CC(c1ccccc1)CC2=O (stereo unspecified)
  A: 9	B: -0.5	C: 2	D: 6	E: 4	F: -10	G: 2	H: 9	I: 16

Cc1cccc(Oc2ccc3c(c2)cc(C(=O)O)n3C)c1
  A: 2	B: -1.8	C: 3	D: -3	E: 2	F: 6	G: -3	H: 20	I: -8

Cc1cccc(C)c1-n1c(C)nn(CC#N)c1=O
  A: -1	B: 0.3	C: -6	D: -3	E: 3	F: -5	G: -4	H: 5	I: -3

O=c1[nH]c2ccccc2n1CCCN1CCCCC1
  A: 4	B: 1.5	C: 6	D: 3	E: 3	F: 6	G: 0	H: -3	I: -5

NC1=NC(=O)S/C1=C\c1ccc(O)cc1
  A: 13	B: 1.6	C: 5	D: -12	E: 0	F: -35	G: -3	H: -2	I: 0
